NLRP3 yeast inh: inhibitors of NALP3 inflammasome in yeast; Yeast reconstituted NLRP3/ASC/caspase-1, beta-gal luminescence, 24 h; inhibition, % at 10 µM; 330,000 tested, 0.39% active; AID 2825;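 active = inhibition of 50% or more; inactive = inhibition below 50%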;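 also: plate controls were induced DMSO wells for no effect and uninduced yeast grown without galactose for full effect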
TIM10 inh: growth inhibitors of TIM10 yeast strain; inhibition, % at 10 µM; S. cerevisiae TIM10 strain growth, BacTiter-Glo luminescence, 24 h; 330,000 tested, 1.4% active; AID 463195;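 active = inhibition of 40% or more at the single tested concentration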;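 also: wild-type TIM10 isogenic control strain grown at permissive 25 °C; 0% = DMSO yeast wells and 100% = minimal medium wells without yeast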
APOBEC3G inh: APOBEC3G (human) deaminase inhibition; recombinant A3G, ssDNA deamination FAM/TAMRA fluorescence; inhibition, % at 20 µM; 330,000 tested, 0.28% active;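 active = inhibition of at least 40% at 20 µM, with no more than 30% in the related APOBEC3A deaminase screen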;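 also: plate controls were DMSO wells with A3G for no effect and wells lacking A3G enzyme for full effect; some compounds called inactive have numbers as strong as hits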
APOBEC3A inh: human APOBEC3A DNA deaminase inhibition. P31941. recombinant A3A, FAM/TAMRA ssDNA deamination fluorescence. inhibition, % at 20 µM. 330,000 tested, 0.41% active. AID 493011;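 active = at least 40% inhibition at 20 µM here, with at most 30% in a related deaminase screen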;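 also: plate controls were A3A with DMSO for no effect and wells lacking A3A enzyme for full effect; some results filed as inactive read as strong as hits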
Target sequence (P31941 whole entry, looked up): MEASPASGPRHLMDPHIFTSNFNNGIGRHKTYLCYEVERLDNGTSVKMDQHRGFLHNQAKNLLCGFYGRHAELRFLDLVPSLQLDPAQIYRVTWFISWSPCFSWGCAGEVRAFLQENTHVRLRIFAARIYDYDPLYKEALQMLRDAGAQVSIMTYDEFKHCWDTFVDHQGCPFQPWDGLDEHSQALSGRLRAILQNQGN
mIAP inh: mouse IAP inhibition; purified mouse IAP, CDP-Star luminescence, 30 min; inhibition, % at 10 µM; 330,000 tested, 0.2% active; AID 2806;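 active = inhibition of at least 40% at 10 µM in the primary screen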;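 also: plate controls were DMSO with enzyme for no effect and no enzyme wells for full effect; values of inactives mirror those of a sister screen read the other way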
tim10-1 inh: tim10-1 yeast growth inhibition; S. cerevisiae tim10-1 ts strain growth, BacTiter-Glo, 24 h; inhibition, % at 20 µM; 330,000 tested, 2.2% active; AID 463190;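 active = inhibition of at least 40%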;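 also: mutant grown at 25 °C; 0% = DMSO wells with yeast and 100% = wells holding no yeast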
hIAP inh: blocks human intestinal alkaline phosphatase; P09923; purified IAP, CDP-Star luminescence, 30 min; inhibition, % at 10 µM; 330,000 tested, 0.12% active;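 active = inhibition reaching a set limit with compound at 10 µM in the primary screen, cut at about 35% in these data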;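 also: plate controls were DMSO wells with enzyme for no effect and no-enzyme buffer wells for full effect; values of inactives mirror those of a sister screen read the other way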
Target sequence (P09923 whole entry, looked up): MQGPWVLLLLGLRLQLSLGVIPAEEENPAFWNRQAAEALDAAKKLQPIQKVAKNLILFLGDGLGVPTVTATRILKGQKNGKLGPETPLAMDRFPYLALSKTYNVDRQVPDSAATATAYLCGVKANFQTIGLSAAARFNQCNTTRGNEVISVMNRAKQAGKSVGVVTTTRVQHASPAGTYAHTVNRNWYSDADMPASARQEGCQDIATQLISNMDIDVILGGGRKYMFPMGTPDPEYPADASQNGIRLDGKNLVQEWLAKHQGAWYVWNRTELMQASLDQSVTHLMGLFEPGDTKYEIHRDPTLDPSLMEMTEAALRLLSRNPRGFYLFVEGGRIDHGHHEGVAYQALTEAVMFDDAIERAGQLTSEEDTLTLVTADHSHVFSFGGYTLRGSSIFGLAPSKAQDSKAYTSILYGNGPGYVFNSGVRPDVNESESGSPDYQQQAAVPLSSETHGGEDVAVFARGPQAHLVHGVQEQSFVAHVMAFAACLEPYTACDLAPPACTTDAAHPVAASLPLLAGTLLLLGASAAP
mIAP act: increases mouse intestinal alkaline phosphatase activity; muIAP, CDP-Star luminescence, 30 min; hits give high values; 1 = vehicle-only enzyme signal, 0 = enzyme-free wells; activation factor at 10 µM; 330,000 tested, 0.24% active; AID 2805;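 active = activation factor of at least 2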; also: the source names both 10 and 20 µM as test concentration; values of inactives mirror those of a sister screen read the other way
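System: mouse IAP enzyme. Reagent: CDP-Star chemiluminescent phosphatase substrate. Benchmarks: DMSO wells, no-enzyme wells. Times: 30 min enzyme-substrate-compound incubation at room temperature. Detection: luminescence from enzymatic CDP-Star hydrolysis. Doses: test compounds delivered from DMSO solution.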
MIN6 prolif: MIN6 beta-cell proliferation induction; MIN6 cells proliferation, ATPlite luminescence, 48 h; cells starved in 0.2% serum; 100% = growth in 10% serum; proliferation, % at 10 µM; 330,000 tested, 0.29% active;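 active = compounds whose signal lies at least 3.5 SD above the mean of all wells on their plate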;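 also: 0% = DMSO-treated cells in low-serum medium and 100% = 10% serum control; some compounds called inactive have numbers as strong as hits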
Active calls of the source: *. Compounds as they come; overall some 4.6% were active at least once.

SMILES	NLRP3 yeast inh	TIM10 inh	APOBEC3G inh	APOBEC3A inh	mIAP inh	tim10-1 inh	hIAP inh	mIAP act	MIN6 prolif
C=CCNC(=S)N/N=C/c1cn(-c2ccccc2)nc1-c1ccc(OC)cc1	-12	15	-2	0	-2	15	-17	1	-3
CCNC(=O)c1cccc(S(=O)(=O)N2CCCCCC2)c1	3	9	-1	2	1	11	-12	0.99	0
O=C(C[n+]1cccc2ccccc21)c1ccccc1	0	26	-1	-1	1	17	-10	0.99	0
COC(=O)c1sccc1NC(=O)c1cc2c(s1)CCCC2	20	29	-4	-2	19	32	29	0.81	-6
Cc1cc(C)c(NC(=O)COC(=O)Cc2cccs2)c(C)c1	-1	-3	-2	2	0	-15	0	0.99	0
CCN(CC)CCNC(C(=O)Nc1cc(C(F)(F)F)ccc1Cl)c1ccccc1 (stereo not drawn)	10	-17	4	13	-2	25	-50	1	0
Cc1nn(Cc2cccc(C(=O)N3N=C(C(F)F)CC3(O)C(F)F)c2)c(C)c1[N+](=O)[O-] (stereo not drawn)	-5	18	-6	-3	8	17	19	0.92	-1
Fc1cnc(N2CCOCC2)nc1NCc1ccccc1	-3	19	-3	2	4	26	5	0.96	0
CCOc1ccc2nc(SCc3ccc(C(=O)OC)o3)[nH]c2c1	34	-1	5	-2	12	3	12	0.88	0
COc1ccc(C(=O)NNC(=O)C(NC(=O)c2cc(OC)cc(OC)c2)C(C)C)cc1 (stereo not drawn)	18	2	-9	0	3	-4	-13	0.97	1
CCOC(=O)c1c2ccccc2[n+]([O-])n1[C@@H](C)C(N)=O	1	-4	2	-2	-1	-2	0	1	-5
CCN(CC)S(=O)(=O)c1cc(Br)c(C)cc1OC	13	4	-3	-4	-7	34	-27	1.1	-3
O=S(=O)(c1cccc2nsnc12)N1CCCCC1	-16	-1	2	1	-9	-1	8	1.1	0
CCn1c(SCC(=O)Nc2cc(C)ccc2C)nnc1-c1cnccn1	-21	2	-6	-2	14	8	-13	0.86	0
O=C(NCc1cccc(Cl)c1)c1cc(=O)[nH]c2ccccc12	6	10	-13	-4	3	-18	14	0.97	-1
O=C(Cn1nnc(-c2ccc(Cl)cc2)n1)N1CCN(C(=O)c2ccco2)CC1	20	9	-6	0	-4	14	14	1	5
Cc1ccc(S(=O)(=O)NCCC(=O)NCC(c2ccc(F)cc2)N2CCOCC2)cc1 (stereo not drawn)	-7	3	-4	-1	-5	18	-2	1	-2
CC(C)C1Nc2ccc(C(=O)NC3CCCCC3)cc2NC1=O (stereo not drawn)	23	-9	-6	-5	3	-7	8	0.97	-1
Cc1cc(C)cc(-n2cnc3cc(C(=O)O)ccc32)c1	-1	10	-2	0	6	-3	-21	0.94	1
Cc1cccc(-n2c(SCC(=O)c3c(N)n(C4CC4)c(=O)[nH]c3=O)nnc2N2CCOCC2)c1	0	-3	-2	2	-10	-7	7	1.1	-2
CSc1nc(-c2ccco2)nn1C(=O)c1ccccc1	14	1	-3	0	6	19	-14	0.94	-2
COc1cc(C=O)ccc1OC(=O)N1CCOCC1	-13	6	-7	-7	6	-7	-8	0.94	1
O=C(Nc1ccc2ccccc2c1)c1cn(-c2ccccc2)nc1-c1cccs1	21	8	-3	0	-114	25	13	2.1*	-5
CC1(C)Cc2cccc(OCC(=O)OCC(=O)Nc3cccc(S(N)(=O)=O)c3)c2O1	3	7	0	2	4	-7	-17	0.96	0
CCN(CC)c1ccc(/C=N/NC(=S)NCc2ccc(OC)cc2)cc1	17	45*	1	-2	3	45*	-1	0.97	-6
Cc1ccc(S(=O)(=O)N2CCOCC2)cc1C(=O)Nc1nc2ccccc2[nH]1	6	-5	-1	5	-3	7	-31	1	4
COc1ccc(NC(=O)c2cc([N+](=O)[O-])ccc2O)cc1	2	37	2	2	7	52*	1	0.93	-7
O=C(NCCCN1CCCC1)[C@H](CSCc1ccccc1)N1Cc2ccccc2C1=O	7	12	-2	1	-2	7	4	1	2
CCOc1ccc(N(CC(=O)NC2CCCCC2C)S(=O)(=O)c2c(C)noc2C)cc1 (stereo not drawn)	14	6	-7	-1	-9	13	11	1.1	0
CN(Cc1ccc(Cl)cc1Cl)C(=O)CCNC(=O)c1ccco1	-17	12	-9	-3	-10	12	4	1.1	1

Ordered by heavy-atom count (falling): some entries from above
SMILES	NLRP3 yeast inh	TIM10 inh	APOBEC3G inh	APOBEC3A inh	mIAP inh	tim10-1 inh	hIAP inh	mIAP act	MIN6 prolif
CC1(C)Cc2cccc(OCC(=O)OCC(=O)Nc3cccc(S(N)(=O)=O)c3)c2O1	3	7	0	2	4	-7	-17	0.96	0
O=C(Nc1ccc2ccccc2c1)c1cn(-c2ccccc2)nc1-c1cccs1	21	8	-3	0	-114	25	13	2.1*	-5
Cc1ccc(S(=O)(=O)N2CCOCC2)cc1C(=O)Nc1nc2ccccc2[nH]1	6	-5	-1	5	-3	7	-31	1	4

Additional records follow:
SMILES	NLRP3 yeast inh	TIM10 inh	APOBEC3G inh	APOBEC3A inh	mIAP inh	tim10-1 inh	hIAP inh	mIAP act	MIN6 prolif
O=c1c2cc(-c3ccccc3)sc2ncn1/N=C/c1ccco1	35	8	1	0	10	-14	4	0.9	-5
Cc1[nH]c2ccccc2c1C(=O)CSc1nc2cc(S(=O)(=O)N3CCCCC3)ccc2o1	7	14	-9	-6	-24	36	9	1.2	-2
COc1cc(OC)cc(-c2c(-c3cccs3)c3cc(-c4cnc(N)nc4)ccc3n2C)c1	5	11	-3	0	-1	3	8	1	-6
COc1ccc(C(C(=O)NCC2CCCO2)N(Cc2cccs2)C(=O)c2snc(C(N)=O)c2N)cc1 (stereo not drawn)	4	-9	6	5	0	16	2	1	-1
CC(C)(C)C(=O)/C(=C/c1ccc(Cl)cc1)n1cncn1	25	37	-3	3	10	51*	-4	0.9	-5
CC1CCN(S(=O)(=O)c2ccc3c(c2)CC(C)N3C(=O)C2CCC2)CC1 (stereo not drawn)	15	28	2	2	-2	31	-16	1	-4
O=C(Nc1ccnn1C1CCN(Cc2ccc(O)c(Cl)c2)CC1)C1CCCC1	6	10	-4	-2	-5	13	-8	1	0
O=C(Nc1ccc(Oc2cccnc2)cc1)C1CCN(Cc2cc(Cl)ccc2O)CC1	22	7	-5	-4	-37	49*	-53	1.4	-4
CC(c1ccco1)N(C(=O)c1ccc(C(F)(F)F)cc1)c1ccccn1 (stereo not drawn)	-12	19	-5	-4	7	20	-12	0.93	-1
CCSc1cc(N2CCCC2)nc(-c2ccccc2)n1	9	-6	-4	3	5	5	7	0.95	-5

Profiles as entered above. Order of screens: NLRP3 yeast inh, TIM10 inh, APOBEC3G inh, APOBEC3A inh, mIAP inh, tim10-1 inh, hIAP inh, mIAP act, MIN6 prolif
COc1ccc(NC(=O)c2cc([N+](=O)[O-])ccc2O)cc1 is listed as 2, 37, 2, 2, 7, 52*, 1, 0.93, -7
COc1cc(C=O)ccc1OC(=O)N1CCOCC1 is listed as -13, 6, -7, -7, 6, -7, -8, 0.94, 1
CC(c1ccco1)N(C(=O)c1ccc(C(F)(F)F)cc1)c1ccccn1 (stereo not drawn) is listed as -12, 19, -5, -4, 7, 20, -12, 0.93, -1
CCOC(=O)c1c2ccccc2[n+]([O-])n1[C@@H](C)C(N)=O is listed as 1, -4, 2, -2, -1, -2, 0, 1, -5

Additional results
SMILES	NLRP3 yeast inh	TIM10 inh	APOBEC3G inh	APOBEC3A inh	mIAP inh	tim10-1 inh	hIAP inh	mIAP act	MIN6 prolif
Cc1ccc(C(c2ccc(C)o2)c2cccc([N+](=O)[O-])c2O)o1	9	21	-6	2	9	27	-2	0.91	-1
O=C(Nc1sc2c(c1C(=O)O)CCCCC2)c1ccccc1	-15	8	8	-3	-5	17	-7	1.1	-5
O=C(NCc1cccs1)c1ccccc1C(=O)NCc1cccs1	19	-12	-6	-3	9	-6	11	0.91	-1
O=C(Nc1ccc2c(c1)S(=O)(=O)N=C1CCCCCN12)c1ccccc1Cl	0	6	-10	-3	-8	-7	8	1.1	4
COc1ccccc1-c1nnc(Nc2nc3c(OC)cccc3s2)o1	6	17	-3	0	16	9	-73	0.84	-6
O=C(Cn1cc(C(F)(F)F)cc(Cl)c1=O)Nc1cc(S(=O)(=O)N2CCOCC2)ccc1Cl	12	6	-2	-2	0	7	1	1	-1
O=C(COC(=O)c1cc[n+]([O-])cc1)Nc1cccc(Br)c1	18	-4	-5	4	4	-8	-13	0.96	3
O=C(Nc1cccc(S(=O)(=O)N2CCOCC2)c1)C1=NN(c2ccccc2)C(=O)CC1	2	5	-1	-5	10	-1	17	0.9	-4
CCOc1cc(C(=O)N2CCC3(CC2)NCCc2[nH]cnc23)cc(OCC)c1OCC	-1	-6	-3	-1	-3	-7	-16	1	-1
CC(O)CNc1ccc(-c2nn(C)c(=O)c3ccccc23)cc1[N+](=O)[O-] (stereo not drawn)	4	12	-3	-2	6	9	19	0.94	-1

3 entries out of the list above, sorted by the number in APOBEC3G inh, ascending:
Structure	APOBEC3G inh
O=C(Nc1ccc2c(c1)S(=O)(=O)N=C1CCCCCN12)c1ccccc1Cl	-10
COc1ccccc1-c1nnc(Nc2nc3c(OC)cccc3s2)o1	-3
O=C(Nc1cccc(S(=O)(=O)N2CCOCC2)c1)C1=NN(c2ccccc2)C(=O)CC1	-1

New compounds follow:
SMILES	NLRP3 yeast inh	TIM10 inh	APOBEC3G inh	APOBEC3A inh	mIAP inh	tim10-1 inh	hIAP inh	mIAP act	MIN6 prolif
CC(CCCN(C)C)C(Cc1ccccc1)c1ccccc1 (stereo not drawn)	25	20	-6	0	10	9	-6	0.9	-2
CN(C)C1N(C(=O)c2ccccc2)N=C2c3ccccc3S(=O)(=O)N21 (stereo not drawn)	10	15	-8	-1	-9	7	-1	1.1	-1
Cc1ccc(S(=O)(=O)Oc2ccccc2/C=C2\SC(=O)NC2=O)cc1	6	14	1	5	3	32	-22	0.97	-4
CC(=O)NCc1ccc2[nH]c(C)cc2c1	24	1	-1	-1	-8	-8	15	1.1	-2
COCCN(C(=O)c1csnn1)C(C(=O)NC1CCCC1)c1ccc(C)cc1 (stereo not drawn)	12	-5	-4	-2	-1	-12	-8	1	2
COc1ccc(N2C(=O)c3ccccc3NC2c2ccc(OC)c(COc3ccccn3)c2)cc1 (stereo not drawn)	-7	15	-1	2	2	23	-17	0.98	-1
Cc1cccc(C)c1-n1nnnc1SCSc1nnnn1-c1c(C)cccc1C	12	2	-2	1	6	14	-5	0.94	-3
COc1cccc(NC(=O)Nc2c(C)n(C)n(-c3ccccc3)c2=O)c1	0	-4	-2	1	-1	16	11	1	-3

Screens: PubChem, Sanford-Burnham Center for Chemical Genomics
